Source: PubChem (National Center for Advancing Translational Sciences (NCATS))
FUS yeast rescue: rescues growth of FUS-expressing yeast | S. cerevisiae FUS-expressing, growth rescue, OD600, 24 h | AID 1347120 | Potency, µM (series often up to 76.6 µM), for the others: at the top dose growth rescue (activation), hits mostly activators | 390,000 compounds, 0.24% hits;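 further: potency means the concentration at half of the fitted maximal effect; plate controls were DMSO vehicle for no effect and reference control for full effect; nearly all actives have a fitted effect of over 55% in size; some results filed as inactive show a strong effect at the top dose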
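Cultures pregrown in 2.5% raffinose medium are shifted to minimal medium containing 2% galactose to express toxic FUS. Compounds are tested at several concentrations. After 24hr at 30C, growth is quantified at 600 nm absorbance.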
Abeta yeast res: restores growth of yeast expressing A-beta42 peptide. AID 1347071. Potency, µM (doses to about 46.1 µM), for inactives: at the highest dose growth rescue, usual class: activators. 410,000 compounds, 0.063% hits. yeast expressing A-beta42, growth rescue, OD600, 48 h; response scale: 0% DMSO, 100% iron-clioquinol control; further: potency means the concentration at half of the fitted maximal effect; nearly all actives have a fitted effect of over 55% in size
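Yeast growth medium received pinned compounds, then yeast cells expressing toxic A-beta were added; plates incubated at 30 C for 48 hr. Growth read as absorbance at 600 nm, normalized to DMSO and equimolar FeCl3 plus clioquinol controls.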
PTHR1 ag: activates the human parathyroid hormone receptor PTHR1; Potency, µM (series often up to 115 µM), for inactives: top-dose activation, most hits filed as activators; HEK293 GP2 PTHR1 cells, GloSensor cAMP luminescence, 1 h; AID 743266; 410,000 compounds, 0.075% hits; Q03431; further: potency means the concentration at half of the fitted maximal effect; nearly all actives have a fitted effect of over 55% in size; some results filed as inactive show a strong effect at the top dose; inactives centre near -15; many of its hits are not listed in these tables
Target sequence (Q03431 whole entry, looked up): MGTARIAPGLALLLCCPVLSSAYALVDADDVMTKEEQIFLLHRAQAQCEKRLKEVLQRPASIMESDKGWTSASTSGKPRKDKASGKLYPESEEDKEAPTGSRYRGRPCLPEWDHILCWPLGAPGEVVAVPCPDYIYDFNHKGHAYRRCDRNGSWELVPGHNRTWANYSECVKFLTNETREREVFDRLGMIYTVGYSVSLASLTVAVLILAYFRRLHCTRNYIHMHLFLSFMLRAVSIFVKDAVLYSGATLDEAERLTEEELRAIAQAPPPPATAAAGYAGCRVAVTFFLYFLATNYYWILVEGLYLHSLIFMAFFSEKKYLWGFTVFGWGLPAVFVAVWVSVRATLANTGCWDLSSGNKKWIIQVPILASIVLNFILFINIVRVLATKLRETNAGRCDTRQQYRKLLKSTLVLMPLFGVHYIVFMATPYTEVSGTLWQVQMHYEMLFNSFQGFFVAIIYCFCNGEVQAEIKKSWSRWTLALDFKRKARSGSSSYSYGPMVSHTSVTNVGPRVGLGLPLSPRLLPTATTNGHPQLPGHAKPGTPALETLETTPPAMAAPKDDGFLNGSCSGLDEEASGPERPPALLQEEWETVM
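HEK-293-derived GP2 cells expressing PTHR1 and a GloSensor cAMP reporter, 3,000/well, plated overnight, given luciferin plus IBMX (each 0.5 mM as added) for 1 h at 37 °C, then compound for 1 h at 37 °C. Luminescence was read after 15 min at room temperature.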
D3 antag: D3 dopamine receptor (human) antagonism | D3R cells, DiscoveRx beta-arrestin luminescence, antagonist mode; active compounds read low | max response, negative = inhibition, % | 360,000 compounds, 2.5% hits | AID 652054; in the data active means max response below about -50%; inconclusive means no clear call, values can overlap the other calls; further: on the % scale 0 is the no-effect control and ±100 the full control effect; mostly tested at two doses, the higher about 12 µM
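Cells plated overnight at 1500 cells/well, then exposed to library compounds with dopamine controls for 90 minutes at 37 degrees C. DiscoveRx reagent added for 30–60 minutes at room temperature; luminescence read, quantitative HTS format.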
GLP1R ag: agonists of human GLP-1 receptor; HEK293 GLP-1R CRE-luciferase, luminescence, 4-6 h; cells express a hypersensitive GLP-1R form; Potency, µM (series often up to 45.6 µM), for the others: at the highest dose activation, hits mostly activators; P43220; AID 624172; 380,000 compounds, 0.007% hits; further: potency means the concentration at half of the fitted maximal effect; % of control where 0% means no effect
Target sequence (P43220 whole entry, looked up): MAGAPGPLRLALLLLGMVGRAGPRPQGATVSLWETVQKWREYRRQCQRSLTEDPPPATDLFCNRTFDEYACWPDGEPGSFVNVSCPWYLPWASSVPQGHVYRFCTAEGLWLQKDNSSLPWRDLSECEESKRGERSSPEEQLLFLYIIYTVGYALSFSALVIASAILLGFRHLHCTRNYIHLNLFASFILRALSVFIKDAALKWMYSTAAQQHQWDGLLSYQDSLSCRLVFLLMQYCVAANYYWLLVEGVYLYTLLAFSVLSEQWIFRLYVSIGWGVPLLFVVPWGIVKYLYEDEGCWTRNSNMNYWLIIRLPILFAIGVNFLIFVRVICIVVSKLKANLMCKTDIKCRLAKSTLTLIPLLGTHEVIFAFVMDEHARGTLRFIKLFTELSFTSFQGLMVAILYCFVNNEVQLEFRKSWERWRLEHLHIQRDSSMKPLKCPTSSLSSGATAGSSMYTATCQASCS
pAkt inh: Akt phosphorylation inhibition; Neuro2A IGF-stimulated pAkt S473 HTRF, 20 min; active compounds read low; activity change, % for hits at 50 µM; 360,000 compounds, 0.32% hits; AID 651550; in the data active means activity change below about -80%; inconclusive means mostly about -51% to -80%; further: on the % scale 0 is the no-effect control and ±100 the full control effect
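Neuro2A cells (4,500/well, DMEM with 0.5% FBS) were treated with compound at a single 50 µM final concentration, stimulated with 6 nM IGF for 20 min at 37 °C, and lysed. Phospho-Akt Ser473 was read by HTRF as 665/615 ratio ×10^4.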
aSyn yeast inh: inhibitors of alpha-synuclein toxicity in yeast; Yeast expressing alpha-synuclein, growth rescue, BacTiter-Glo, 24 h; AID 652106; 370,000 compounds, 0.14% hits; Potency, µM (doses to about 46.1 µM), inactives show top-dose growth rescue (activation), actives largely listed as activators; further: potency means the concentration at half of the fitted maximal effect; % of control where 0% means no effect; nearly all actives have a fitted effect of over 65% in size
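Rescue of yeast growth: cells expressing toxic alpha-synuclein, induced in galactose at OD600 0.02, incubated with compound 24 h at 30 C. ATP luminescence quantified growth; inhibitors of toxicity appear as activators.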
GLP1R inv ag: acts as inverse agonist at human GLP-1 receptor; P43220; 410,000 compounds, 1.6% hits; Potency, µM (titrated, usually from 38.3 µM), for inactives: at the top dose activity change, negative = inhibition, actives largely listed as inhibitors; HEK293 GLP-1R CRE-luciferase, luminescence, 24 h; GLP-1R form is constitutively active; further: potency means the concentration at half of the fitted maximal effect; on the % scale 0 is the no-effect control and ±100 the full control effect; nearly all actives have a fitted effect of over 55% in size
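Cells are plated, allowed 12 hours at 37 deg C, then treated with compounds for 24 hr before luciferase detection reagent is added and luminescence is read after 12 min at room temperature. The HEK293 line carries constitutively active GLP-1R with a cAMP-responsive reporter.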
TDP43 rescue: rescues yeast growth from TDP-43 toxicity | TDP-43 expressing yeast growth rescue, BacTiter-Glo, 24 h | Potency, µM (highest dose often 46.1 µM), for inactives: at the highest dose growth rescue (activation), actives largely listed as activators | 410,000 compounds, 1.8% hits; further: potency means the concentration at half of the fitted maximal effect; % of control where 0% means no effect; nearly all actives have a fitted effect of over 50% in size
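Yeast cells expressing TDP-43 under galactose induction are exposed to compounds for 24 hr at 30 deg C. BacTiter-Glo luminescence measures growth, so protective compounds score as activators.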
* marks the source's active call; other numbers are inactive results; [ ] = remark or other dose. Unless noted, the call rests on the fitted dose curve; in most records, active means well fitted curve in the direction sought with a large enough effect; inconclusive means small, poorly fitted or top-dose-only effect, or another doubt; inactive means no such curve, though single readings can be large; an effect the other way counts as inactive or inconclusive. A portion of the library; rates above refer to the full screens.

Start of the listing, in advance, 2 compounds:
COc1ccc(CNC(=O)C(=O)NCCC2CCCCN2S(=O)(=O)c2ccc(C)cc2)cc1 (stereo unspecified) was read as FUS yeast rescue 20%, Abeta yeast res -17%, PTHR1 ag inactive, D3 antag -9, GLP1R ag -1%, pAkt inh inactive, aSyn yeast inh 9%, GLP1R inv ag inconclusive and TDP43 rescue inconclusive.
For Cc1cccc(-n2ncc3c(N4CCN(CCO)CC4)ncnc32)c1 the results were FUS yeast rescue -14%, Abeta yeast res -28%, PTHR1 ag -22%, GLP1R inv ag 10% and TDP43 rescue -16%.

All compounds of this part, from the start:
COc1ccc(CNC(=O)C(=O)NCCC2CCCCN2S(=O)(=O)c2ccc(C)cc2)cc1 (stereo unspecified) was read as FUS yeast rescue 20%, Abeta yeast res -17%, PTHR1 ag inactive, D3 antag -9, GLP1R ag -1%, pAkt inh inactive, aSyn yeast inh 9%, GLP1R inv ag inconclusive and TDP43 rescue inconclusive.
For Cc1cccc(-n2ncc3c(N4CCN(CCO)CC4)ncnc32)c1 the results were FUS yeast rescue -14%, Abeta yeast res -28%, PTHR1 ag -22%, GLP1R inv ag 10% and TDP43 rescue -16%.
COc1ccc(CCN2C(=O)NC(NC(=O)CCc3ccccc3)(C(F)(F)F)C2=O)cc1OC (stereo unspecified) was read as Abeta yeast res 10%, PTHR1 ag -15%, D3 antag 2, GLP1R ag inconclusive, pAkt inh inactive, aSyn yeast inh 0%, GLP1R inv ag inconclusive and TDP43 rescue 6%.
`CN(Cc1ccccc1Cl)C(=O)CNC(=O)C12CC3CC(CC(C3)C1)C2` gave FUS yeast rescue 23%, Abeta yeast res 4%, PTHR1 ag -26%, D3 antag -4, GLP1R ag 5%, pAkt inh inactive, aSyn yeast inh 1%, GLP1R inv ag inconclusive and TDP43 rescue 17%.
`Cc1ccc(C)c(S(=O)(=O)N2CCN(C(=O)C3CC3C)CC2)c1` (stereo unspecified) gave FUS yeast rescue -9%, Abeta yeast res 20%, PTHR1 ag inactive, D3 antag 2, GLP1R ag 19%, pAkt inh inactive, aSyn yeast inh -4%, GLP1R inv ag -9% and TDP43 rescue inconclusive.
`CCOc1ncccc1C(=O)NCCc1ccc(Cl)cc1` gave FUS yeast rescue 22%, Abeta yeast res -13%, PTHR1 ag inactive, D3 antag 5, GLP1R ag 11%, pAkt inh inactive, aSyn yeast inh 1%, GLP1R inv ag -13% and TDP43 rescue 10%.
`COC(=O)CCC(=O)COc1ccc(OC)cc1C#N` gave FUS yeast rescue -5%, Abeta yeast res 24%, PTHR1 ag inactive, D3 antag -5, GLP1R ag -22%, pAkt inh inactive, aSyn yeast inh 0%, GLP1R inv ag 12% and TDP43 rescue 9%.
For Cc1cn([C@H]2C[C@H](O)[C@@H](CNC(=O)[C@H](N)C3CC3)O2)c(=O)[nH]c1=O the results were FUS yeast rescue -31%, Abeta yeast res 6%, PTHR1 ag -10%, D3 antag -13, GLP1R ag 7%, pAkt inh inactive, aSyn yeast inh -3%, GLP1R inv ag 6% and TDP43 rescue 16%.
For COC(=O)CC1C(=O)NCCN1C(=O)Nc1ccc(Cl)cc1 (stereo unspecified) the results were FUS yeast rescue -12%, Abeta yeast res 13%, PTHR1 ag 2%[57.5 µM], D3 antag -5, GLP1R ag -9%, pAkt inh inactive, aSyn yeast inh 0%, GLP1R inv ag 1% and TDP43 rescue -1%.
`COc1ccc(-c2[nH]ncc2CN2CCN(Cc3cccs3)CC2)cc1F` gave FUS yeast rescue 29%, Abeta yeast res -11%, PTHR1 ag inconclusive, D3 antag inconclusive, GLP1R ag -3%, pAkt inh inactive, aSyn yeast inh 1%, GLP1R inv ag 7% and TDP43 rescue -10%.
Cc1ccc(OCCNC(=O)c2cc(=O)[nH]c3ccccc23)cc1 was read as FUS yeast rescue -16%, Abeta yeast res -1%, PTHR1 ag inactive, D3 antag 5, GLP1R ag 6%, pAkt inh inactive, aSyn yeast inh -1%, GLP1R inv ag 12% and TDP43 rescue 10%.
For O=C(Nc1ccccc1)c1cc(S(=O)(=O)N2CCSCC2)ccc1Cl the results were FUS yeast rescue 5%, Abeta yeast res -12%, PTHR1 ag -17%, D3 antag 14, GLP1R ag -4%, pAkt inh inactive, aSyn yeast inh 2%, GLP1R inv ag -29% and TDP43 rescue -1%.
For CC(C)(C)c1ccc(S(=O)(=O)N2CCc3nc4ccccc4c(C(=O)O)c3C2)cc1 the results were FUS yeast rescue -11%, Abeta yeast res -8%, PTHR1 ag -1%, D3 antag 10, GLP1R ag 5%, pAkt inh inactive, aSyn yeast inh 2%, GLP1R inv ag 10% and TDP43 rescue 14%.
`CCc1c(C)nc2ncnn2c1NCCc1ccc(OC)c(OC)c1` gave FUS yeast rescue 11%, Abeta yeast res -3%, PTHR1 ag inconclusive, D3 antag 39, GLP1R ag 5%, aSyn yeast inh -2%, GLP1R inv ag 3% and TDP43 rescue -17%.
`CCc1ccc(CNC(=O)c2ccc(NC(=O)N3CCCCc4ccccc43)cc2)cc1` gave FUS yeast rescue 3%, Abeta yeast res 5%, PTHR1 ag inactive, GLP1R inv ag 9% and TDP43 rescue 24%.
Screening Cc1ccc(CCN2CCN=C2Nc2ccccc2)cc1 returned FUS yeast rescue -10%, Abeta yeast res -10%, PTHR1 ag 2%, D3 antag 0, GLP1R ag -4%, pAkt inh inactive, aSyn yeast inh 1%, GLP1R inv ag -5% and TDP43 rescue -8%.
For O=C(c1ccncc1)N1N=C(C2CC2)CC1(O)C(F)(F)F (stereo unspecified) the results were FUS yeast rescue -8%, Abeta yeast res 13%, PTHR1 ag inactive, D3 antag 8, GLP1R ag 1%, pAkt inh inactive, aSyn yeast inh -3%, GLP1R inv ag inconclusive and TDP43 rescue 12%.
`CCN1CCN(C(=O)C2CCN(S(=O)(=O)c3ccc(SC)cc3)CC2)CC1` gave FUS yeast rescue 11%, Abeta yeast res -3%, PTHR1 ag -17%, D3 antag 4, GLP1R ag 10%, pAkt inh inactive, aSyn yeast inh -1%, GLP1R inv ag -14% and TDP43 rescue -8%.
For N#Cc1c(-n2ncnc2-c2ccc(Br)cc2)sc2c1CCCCC2 the results were FUS yeast rescue 13%, Abeta yeast res 0%, PTHR1 ag -43%, GLP1R inv ag 1% and TDP43 rescue 14%.
`CC(C)=C1SC(N2CCCCC2)=NC1=O` gave FUS yeast rescue -26%, Abeta yeast res 2%, PTHR1 ag -36%[inhibitor][57.5 µM], D3 antag inconclusive, GLP1R ag 0%, pAkt inh inactive, aSyn yeast inh -1%, GLP1R inv ag 1% and TDP43 rescue -7%.
CN(c1ccccc1)S(=O)(=O)c1cccc(NC(=O)c2cc3ccccc3oc2=O)c1 was read as FUS yeast rescue 7%, Abeta yeast res -8%, PTHR1 ag -12%, D3 antag -3, GLP1R ag 6%, pAkt inh inactive, aSyn yeast inh -8%, GLP1R inv ag 0% and TDP43 rescue -25%.
Screening O=C(CCCc1c[nH]c2ccccc12)NCc1ccccc1F returned FUS yeast rescue 13%, Abeta yeast res 4%, PTHR1 ag inactive, D3 antag 2, GLP1R ag 12%, pAkt inh inactive, aSyn yeast inh 13%, GLP1R inv ag inconclusive and TDP43 rescue 4%.
Screening CC(CN1CCCC1)OC(=O)Cc1ccc(Cl)cc1 (stereo unspecified) returned FUS yeast rescue 4%, Abeta yeast res -3%, PTHR1 ag -41%[inhibitor], D3 antag -2, GLP1R ag -2%, pAkt inh inactive, aSyn yeast inh -4%, GLP1R inv ag -4% and TDP43 rescue 4%.
`COc1cc2c(cc1OC)C(C)N(C(=O)c1sccc1C)CC2` (stereo unspecified) gave FUS yeast rescue 3%, Abeta yeast res -10%, PTHR1 ag inactive, D3 antag 1, GLP1R ag 8%, pAkt inh inactive, aSyn yeast inh -19%, GLP1R inv ag -11% and TDP43 rescue inconclusive.
Screening CCn1c(=O)c(=O)[nH]c2c(=O)oc3ccc(S(=O)(=O)Nc4ccc(OC)cc4)cc3c21 returned FUS yeast rescue 28%, Abeta yeast res -4%, PTHR1 ag -30%[inhibitor], D3 antag 15, GLP1R ag -1%, pAkt inh inactive, aSyn yeast inh 0%, GLP1R inv ag -1% and TDP43 rescue -3%.
CCCc1nc2ccccc2c(C(=O)O)c1CC was read as FUS yeast rescue 7%, Abeta yeast res 15%, PTHR1 ag -8%, D3 antag -14, GLP1R ag -6%, pAkt inh inactive, aSyn yeast inh 0%, GLP1R inv ag 7% and TDP43 rescue 14%.
Cc1ccc(N2CC(NC(=O)C(=O)c3c[nH]c4ccccc34)CC2=O)cc1C (stereo unspecified) was read as FUS yeast rescue 21%, Abeta yeast res -10%, PTHR1 ag inactive, D3 antag -8, GLP1R ag -1%, pAkt inh inactive, aSyn yeast inh 0%, GLP1R inv ag -24% and TDP43 rescue 8%.
COc1ccc(NS(=O)(=O)c2cc(NC(=O)c3ccc(C)o3)ccc2N2CCCCC2)cc1 was read as Abeta yeast res -10%, PTHR1 ag inactive, D3 antag -2, GLP1R ag 1%, pAkt inh inactive, aSyn yeast inh 9%, GLP1R inv ag -28% and TDP43 rescue 2%.
Screening NC(N)=N/N=C/c1cc([N+](=O)[O-])ccc1O returned Abeta yeast res -29%, PTHR1 ag -12%, D3 antag -10, GLP1R ag -6%, pAkt inh inactive, aSyn yeast inh -10%, GLP1R inv ag 19% and TDP43 rescue inconclusive.
Cc1nc2ccccc2c(=O)n1N(c1ccccc1)c1ccccc1 was read as FUS yeast rescue 38%, Abeta yeast res 0%, PTHR1 ag -31%[inhibitor], D3 antag -1, GLP1R ag 0%, pAkt inh inactive, aSyn yeast inh 0%, GLP1R inv ag inconclusive and TDP43 rescue 32%.
